Screening data from PubChem.
PfHsp90 set2: growth inhibition of yeast expressing Plasmodium Hsp90 | S. cerevisiae expressing PfHsp90, BacTiter-Glo ATP, 48 h; yeast lacking PDR1 and PDR3 efflux regulators | inhibition, % at 9.4 µM | hit rate 0.32% among 310,000 | AID 504621;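 active = every replicate shows inhibition above about 80%, whatever the replicate mean, limit read from the data; inconclusive = mean inhibition reaches the set limit but some replicate falls short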;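 note: 0% = DMSO neutral controls and 100% = 20 µM radicicol positive controls; yeast relying on Plasmodium falciparum Hsp90 in place of its own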
dFosB act: mouse delta FosB homodimer activation. P13346. purified delta FosB, TAMRA-CDK5 oligo fluorescence polarization; percent of positive-control signal above neutral wells. activation, % at 25 µM. hit rate 0.99% among 340,000. AID 493131;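 active = mean activation above about 17%, with every replicate also reaching it, limit read from the data, passing the limit was not always enough; inconclusive = only one of the two conditions met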;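 note: fluorescence polarization rise as delta FosB binds a TAMRA Cdk5 AP-1 oligo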
NSD2 inh: inhibitors of human histone methyltransferase NSD2; NSD2 peptide methylation, AlphaScreen, 120 min; inhibition, % at 12.5 µM; hit rate 0.54% among 310,000; AID 743445; in the data active = inhibition above about 50%
Target sequence (O96028 whole entry, looked up): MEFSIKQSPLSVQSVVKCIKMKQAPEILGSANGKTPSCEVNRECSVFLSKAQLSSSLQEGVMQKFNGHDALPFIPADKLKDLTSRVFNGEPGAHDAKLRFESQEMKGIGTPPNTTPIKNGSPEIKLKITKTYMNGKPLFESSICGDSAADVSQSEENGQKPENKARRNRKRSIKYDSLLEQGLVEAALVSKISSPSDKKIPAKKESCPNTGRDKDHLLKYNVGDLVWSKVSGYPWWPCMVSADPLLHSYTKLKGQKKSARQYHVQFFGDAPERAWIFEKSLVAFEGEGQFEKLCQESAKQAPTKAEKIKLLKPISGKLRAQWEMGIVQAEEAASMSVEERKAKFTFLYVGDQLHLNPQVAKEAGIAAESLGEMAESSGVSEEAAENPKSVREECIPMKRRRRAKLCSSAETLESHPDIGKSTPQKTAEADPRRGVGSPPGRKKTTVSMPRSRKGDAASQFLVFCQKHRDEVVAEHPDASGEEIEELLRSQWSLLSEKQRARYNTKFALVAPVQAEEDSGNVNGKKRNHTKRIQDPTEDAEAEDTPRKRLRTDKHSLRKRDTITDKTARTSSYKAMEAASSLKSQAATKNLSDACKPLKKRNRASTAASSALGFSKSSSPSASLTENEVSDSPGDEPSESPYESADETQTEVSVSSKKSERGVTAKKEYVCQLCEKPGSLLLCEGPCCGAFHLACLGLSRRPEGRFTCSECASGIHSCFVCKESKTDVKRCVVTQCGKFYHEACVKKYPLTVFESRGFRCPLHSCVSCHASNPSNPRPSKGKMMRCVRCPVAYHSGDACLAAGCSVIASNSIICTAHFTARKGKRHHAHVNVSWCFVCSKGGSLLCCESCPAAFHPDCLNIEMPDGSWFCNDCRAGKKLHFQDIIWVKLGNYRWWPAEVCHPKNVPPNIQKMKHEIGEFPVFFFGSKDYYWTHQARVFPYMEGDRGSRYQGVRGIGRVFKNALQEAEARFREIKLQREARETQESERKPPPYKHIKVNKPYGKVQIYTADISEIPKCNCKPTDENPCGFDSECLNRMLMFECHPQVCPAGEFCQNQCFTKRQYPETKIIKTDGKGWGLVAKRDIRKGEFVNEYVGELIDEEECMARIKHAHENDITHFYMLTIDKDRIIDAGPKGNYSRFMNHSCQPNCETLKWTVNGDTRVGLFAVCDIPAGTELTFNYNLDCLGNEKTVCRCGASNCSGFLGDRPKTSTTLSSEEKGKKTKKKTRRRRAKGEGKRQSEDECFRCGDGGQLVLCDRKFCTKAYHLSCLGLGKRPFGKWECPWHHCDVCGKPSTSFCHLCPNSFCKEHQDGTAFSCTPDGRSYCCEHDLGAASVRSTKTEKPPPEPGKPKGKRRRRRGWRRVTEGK
SR-BI DiI-HDL act: activators of SR-BI mediated HDL lipid uptake. CHO ldlA[mSR-BI] cells, DiI-HDL uptake fluorescence, 3 h; 100 = double the neutral-control signal. activation, % at 12.5 µM. hit rate 0.096% among 320,000. AID 504775;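 active = mean replicate activation of at least 60% and every replicate at or above 60%; inconclusive = mean or all-replicate condition met, but not both; inactive = mean below 60% and not all replicates reaching 60%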;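 note: 0% = median plate neutral-control signal and 100% = twice that signal; values of inactives mirror those of a sister screen read the other way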
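Material – SR-BI-overexpressing, LDLR-lacking CHO cells · Medium – BSA-supplemented, HEPES-buffered Ham's F12, pH 7.4 · Doses – single concentration · Times – compound with DiI-HDL co-incubation, 3 h at 37 °C · Measured by – bottom-read fluorescence, 550/595 nm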
PvdQ inh: blocks Pseudomonas aeruginosa PvdQ acylase activity. AID 488965. purified PvdQ acylase, fluorescence plate reader. inhibition, % at 10 µM. hit rate 0.063% among 340,000; in the data active = inhibition above about 30%, passing the limit was not always enough; inconclusive = no clear call, values can overlap the other calls;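 note: 0% = vehicle neutral wells and 100% = reference inhibitor wells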
MITF TRPM1 HTS: activators of MITF-driven TRPM1 promoter activity in SK-MEL-5 cells; SK-MEL-5 TRPM1-promoter luciferase, 24 h; % of positive control, neutral wells = 0; activation, % at 12.5 µM; hit rate 0.75% among 300,000; AID 588334;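 active = mean activation of at least 80% with every replicate also reaching 80%; inconclusive = mean reaches 80% but some replicate falls short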;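 note: 0% = neutral control wells and 100% = parthenolide positive control wells; values of inactives mirror those of a sister screen read the other way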
CAL PDZ FP-1: inhibitors of human CAL PDZ peptide binding; purified CAL PDZ, TMR-peptide fluorescence polarization, 1 h; inhibition, % at 24.9 µM; hit rate 0.92% among 300,000; AID 602252;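 active = mean inhibition of at least 30% with at least half of replicates also reaching 30%; inconclusive = no clear call, values can overlap the other calls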;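 note: 0% = DMSO neutral control and 100% = excess unlabeled competitor peptide PRC23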
Rtt109 HAT inh: inhibitors of Candida albicans Rtt109/Vps75 histone acetyltransferase; purified Rtt109/Vps75, ThioGlo CoA-SH fluorescence, 4 h; Q5AAJ8; hit rate 0.16% among 330,000; inhibition, % at 34.9 µM;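 active = inhibition of at least 50% in every replicate; inconclusive = best replicate reaches 50% inhibition but some replicates fall short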
SR-BI DiI inh: mouse SR-BI HDL lipid transfer inhibition | Q61009 | ldlA[mSR-BI] CHO cells, DiI-HDL uptake fluorescence, 3 h | inhibition, % at 12.5 µM | hit rate 0.96% among 320,000 | AID 488896;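 active = mean replicate inhibition of at least 70% and a set share of replicates each scoring 70 or more; inconclusive = meets just one of the two criteria; inactive = fails both criteria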;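 note: 0% = median of neutral control wells and 100% = median of positive control wells; values of inactives mirror those of a sister screen read the other way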
CAL PDZ FP-2: human CAL PDZ-peptide interaction inhibition; AID 504414; inhibition, % at 20 µM; purified CAL PDZ, TMR-peptide fluorescence polarization, 1 h; Q9HD26; hit rate 0.02% among 330,000;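 active = highest replicate inhibition of at least 40%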;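 note: plate controls were DMSO neutral control wells for no effect and unlabeled competitor peptide control wells for full effect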
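Assay system – tagged CAL PDZ protein CerCALP, purified · Timing – 1 h at RT · Compound – single point, 20 µM · Measured by – fluorescence polarization from S- and P-plane intensities, G-factor corrected · Evaluation – inhibition from polarization loss · Probe or stimulus – TMR reporter peptide T*-PRC34 · Buffer or medium – pH 7.4 phosphate-saline buffer, reducing agent, detergent, IgG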
* marks the source's active call; other numbers are inactive results; ? = inconclusive; nt = not tested or not shown.

Below each SMILES: PfHsp90 set2	dFosB act	NSD2 inh	SR-BI DiI-HDL act	PvdQ inh	MITF TRPM1 HTS	CAL PDZ FP-1	Rtt109 HAT inh	SR-BI DiI inh	CAL PDZ FP-2
CC(C)c1nnc(NC(=O)C2CCN(C(=O)Nc3ccccc3)CC2)s1
→ 0	-8	-5	-16	-11	11	-3	-10	16	-3.9
Cc1ccc(-c2nnn(CC(=O)NC3CCN(Cc4ccccc4)CC3)n2)cc1
→ nt	0	-3	-54	6	nt	nt	-5	54	-2.2
C/C(Cc1ccccc1)=N\NC(=O)CNC(=O)Cc1ccccc1
→ -10	4	-2	23	-5	nt	-10	10	-23	-1.1
Nc1n[nH]c(N)c1N=Nc1ccc(F)cc1
→ -8	-9	10	16	-7	12	nt	-3	-16	-0.9
COc1ccc(C(C(=O)NC2CCCC2)N(C(=O)c2ccoc2C)c2ccc(C)c(C)c2)cc1 (stereo unspecified)
→ 25	-3	2	6	6	0	0	nt	-6	-2.2
CCOC(=O)C1=C(O)/C(=C/c2ccc(OCC(=O)O)c(OC)c2)SC1=Nc1ccc(OC)cc1
→ -25	-10	9	9	17	-7	-43	4	-9	-14
O=c1c2ccccc2nc2n1C(CSCc1ccc(Cl)cc1Cl)CS2 (stereo unspecified)
→ -37	-11	3	-12	-16	-18	1	29	12	0.3
CCCC(=O)N1CCN(c2ccc(NC(=O)c3cc4ccccc4o3)cc2)CC1
→ 10	-5	1	-53	-6	2	nt	-6	53	1.0
C=CCn1c(P(=O)(O)c2ccccc2)nc2ccccc21
→ 24	3	nt	32	-2	-1	-2	-6	-32	1.7
O=C1c2ccccc2CN1Cc1ccccc1
→ -14	-4	5	-10	-8	3	-5	1	10	nt
COc1ccc(C(=O)COC(=O)c2cc(S(=O)(=O)N3CCCCC3)ccc2N2CCOCC2)c(OC)c1
→ -18	5	-1	-7	-19	-5	-1	4	7	-0.7
Fc1ccccc1-c1[nH]ncc1-c1nnnn1-c1ccccc1
→ 7	-8	-3	8	12	nt	-4	20	-8	0.5
O=C(Nc1ccc(Oc2nnc(-c3ccccc3)c3ccccc23)cc1)c1ccccc1
→ 1	?	-2	-27	-18	-10	-3	2	27	0.0
C/C(=N/NS(=O)(=O)c1cc(C)ccc1C)c1ccncc1
→ 9	-1	-1	9	-10	14	-3	8	-9	-2.6
Cn1c(=O)n(C)c2cc(S(=O)(=O)NCC(=O)O)ccc21
→ 14	4	0	-1	-8	-6	0	1	1	-2.0
O=S(=O)(c1cccs1)n1nnc2ccccc21
→ 9	-7	2	15	-6	-3	2	4	-15	-0.8
O=C(OCc1nnc(-c2ccccc2)o1)c1ccc(S(=O)(=O)NCc2ccco2)cc1
→ 1	-4	-3	-4	-12	-13	-6	0	4	-1.8
Cc1ccc(S(=O)(=O)N2CCCC(C(=O)NC3CCCC3)C2)cc1 (stereo unspecified)
→ -18	1	-4	nt	3	-9	0	0	nt	-0.3
COc1ccccc1N1CCN(C2CCCN(C(=O)CCc3cnn(C)c3)C2)CC1 (stereo unspecified)
→ -5	0	-1	4	2	-1	-3	14	-4	-0.4
NC(=O)COC(=O)c1c2c(nc3ccccc13)CCCCC2
→ 3	-2	-5	8	1	3	nt	-1	-8	-0.3
Cc1ccc(OCC(=O)NS(=O)(=O)c2ccc(Cl)cc2)cc1
→ 4	-2	-4	-2	-12	-16	-1	-4	2	1.9
Cc1cc(Cl)cc(Cl)c1CNc1c([N+](=O)[O-])c(=O)oc2ccccc12
→ 1	5	-2	-1	-9	-1	-2	-6	1	-2.6
CCc1nnc(NC(=O)Cc2ccc(S(=O)(=O)N3CCCCC3)cc2)s1
→ -8	-5	nt	24	7	6	5	-3	-24	-0.7
CC(=O)Nc1ccc(OS(=O)(=O)c2ccc([N+](=O)[O-])cc2)cc1
→ -13	0	4	-19	-11	-44	nt	-1	19	0.3
COC(=O)C1=C(C)OC(N)=C(C#N)C1c1ccccc1 (stereo unspecified)
→ 17	-1	1	13	-16	-6	1	-5	-13	0.3
O=C(c1ccc(F)cc1)N1CCC(N2CCCCCC2)CC1
→ 11	2	2	-11	5	0	-7	-1	11	-0.4
CCCCCC(=O)Nc1ccc(N2CCN(S(C)(=O)=O)CC2)cc1
→ 11	11	-4	13	-7	-5	nt	0	-13	0.1
C/C(=N\NC(=O)CN(c1ccccc1Br)S(C)(=O)=O)c1cccs1
→ -14	?	-2	11	-15	-5	-5	-1	-11	-0.2
CC(C)CCNC(=O)CN(Cc1ccccc1)C(=O)CCC(=O)Nc1nccs1
→ -2	-4	-2	nt	1	7	-3	-3	nt	-1.6
O=C(NCc1ccc(OC(F)(F)F)cc1)C1CC(c2ccccc2C(F)(F)F)=NO1 (stereo unspecified)
→ 12	-5	nt	-8	-17	17	8	15	8	0.0
N#CCSCC(=O)Nc1ccccc1
→ 2	1	2	37	-14	12	-7	-11	-37	-1.0
COc1ccc(SC[C@H](C)CN2CC[C@H](C(C)(C)C)CCC2=O)cc1
→ -36	-3	nt	-16	-9	-2	-3	12	16	-1.3
O=C(NCc1ccccn1)c1ccc(Cn2c(=S)[nH]c3ccccc3c2=O)cc1
→ -17	10	0	-70	-14	-8	-1	0	?	-2.6
COc1ccc(CNC(=O)C2CCN(C(=O)[C@@H](CC(C)C)NC(=O)OC(C)(C)C)CC2)cc1
→ -1	-2	-5	-2	-2	-4	-3	6	15	-1.1
Cc1ccc(Cn2cccc(NC(=O)NCc3ccccc3)c2=O)cc1
→ 25	1	1	2	-9	-14	-2	15	-2	0.1
O=C(NNC(=O)C1CC1c1ccccc1)Nc1ccccc1 (stereo unspecified)
→ -12	-1	-1	13	7	-2	-5	-6	-13	0.0
Nc1cccc(C(=O)OCC(=O)Nc2cccc3c2C(=O)c2ccccc2C3=O)c1
→ 33	-5	-1	-10	5	-18	-2	-1	10	0.6
CN1CC[C@]23c4ccccc4N[C@H]1[C@]21CCN(C)[C@H]3Nc2ccccc21
→ -8	-1	nt	15	-11	14	5	-30	-15	-0.2
NS(=O)(=O)c1ccc(-n2nncc2C23CC4CC(CC(C4)C2)C3)cc1
→ 11	-4	0	27	-10	4	-1	nt	-27	-3.0
Cc1ccc(S(=O)(=O)N2CCC(C(=O)N/N=C/c3ccccc3[N+](=O)[O-])CC2)cc1
→ -5	0	17	0	-7	-5	-3	2	0	-1.6
COc1ccc(OCC(=O)N(Cc2sccc2C)C2CCS(=O)(=O)C2)cc1 (stereo unspecified)
→ -10	-3	4	18	-5	-8	1	-4	-18	0.0
C/C(CC(=O)Nc1cc(Cl)ccc1C)=N\NC(=O)C(=O)N1CCCC1
→ 21	-8	-1	2	-16	3	-4	3	-2	-0.6
N=c1oc2cc(O)ccc2cc1C(=O)Nc1nc2ccccc2s1
→ 7	7	-6	31	-17	28	-7	3	-31	0.1
CCCCn1c(N)c(N(CC(C)C)C(=O)c2ccc(-n3c(C)ccc3C)cc2)c(=O)[nH]c1=O
→ nt	9	2	-15	-7	4	2	15	15	-3.5
O=C1C(C=Nc2ccccc2)=C(O)c2ccccc21
→ 38	-8	3	-13	-5	29	0	2	13	-0.4
O=C1CC(NCc2ccccc2)C(=O)N1c1ccc(F)cc1 (stereo unspecified)
→ -39	0	0	12	-10	6	4	3	-12	-1.0
N#C/C(=C\c1cccnc1)c1ccccc1[N+](=O)[O-]
→ 12	3	1	nt	7	-9	-2	-3	nt	-2.2
O=C(NC1CCCC1)C1CC1c1ccccc1 (stereo unspecified)
→ 2	4	-2	30	-9	7	nt	0	-30	-0.8
COC(=O)c1cc2cc(NS(=O)(=O)c3ccc(C)cc3)ccc2s1
→ nt	-2	-2	11	-8	nt	-1	14	-11	-3.1
CSc1ccc(CN(C)CC(=O)NCc2ccc(F)cc2)cc1
→ 18	2	4	5	-8	-1	1	-2	-5	-2.7
COC(=O)C1=C(C)N(C2CCCCC2)C(=O)/C1=C\c1cccs1
→ -7	-8	12	-33	-10	4	0	-6	33	-0.4
Cc1[nH]c2ccccc2c1SCC(=O)NNC(=O)Nc1ccc(OC(F)(F)F)cc1
→ -9	-7	-1	-27	-4	-3	nt	-1	27	0.4
COc1ccc(N2CCN(C(=O)c3oc4ccccc4c3NC(=O)CCc3cc(OC)no3)CC2)cc1
→ 5	-8	6	-30	-6	9	3	-2	30	-0.3
CC(C)[C@H](NC(=O)CCCn1nnc2ccccc2c1=O)C(=O)O
→ -5	2	1	18	-9	-3	2	-6	-18	-1.4
Cc1ccccc1N1CC(c2nc3ccccc3[nH]2)CC1=O (stereo unspecified)
→ 7	-1	0	-1	-12	-5	4	13	1	-0.2
COc1ccc(OC)c(CNC(=O)C2CCCN(c3nc4ccccc4o3)C2)c1 (stereo unspecified)
→ 17	-6	nt	-2	2	-2	-1	3	2	-0.4
Cc1ccccc1NC(NC(=O)c1cccnc1)C(Cl)(Cl)Cl (stereo unspecified)
→ -2	-11	-2	-11	-5	6	nt	5	11	-0.5
